CHRM4 antagonist = human M4 muscarinic receptor antagonists, primary screen, CHO cells, Fluo-8 calcium fluorescence; actives 0.73% (n = 360,000); AID 624125, 2012; inhibition, % at 3 µM; CHO-hM4 cells, ACh EC80;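 active = inhibition above its plate's cutoff, the mean inhibition of sample wells plus 3 SD, cut at about 27% in these data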;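 note: 0% = acetylcholine EC80 with DMSO and 100% = DMSO without agonist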
Target sequence (P08173 whole entry, looked up): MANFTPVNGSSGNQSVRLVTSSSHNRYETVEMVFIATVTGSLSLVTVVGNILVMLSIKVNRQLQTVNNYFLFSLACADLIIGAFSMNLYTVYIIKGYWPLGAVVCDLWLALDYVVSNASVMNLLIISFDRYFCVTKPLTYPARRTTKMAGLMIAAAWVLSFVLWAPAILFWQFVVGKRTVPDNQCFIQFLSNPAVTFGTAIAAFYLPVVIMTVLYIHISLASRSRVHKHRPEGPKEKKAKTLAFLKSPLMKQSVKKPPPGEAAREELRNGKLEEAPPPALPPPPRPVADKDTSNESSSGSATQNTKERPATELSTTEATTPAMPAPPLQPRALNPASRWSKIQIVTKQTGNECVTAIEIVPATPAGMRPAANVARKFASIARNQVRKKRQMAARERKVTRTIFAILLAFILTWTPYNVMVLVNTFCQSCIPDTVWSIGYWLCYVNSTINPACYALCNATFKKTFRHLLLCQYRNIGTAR
CHRM4 PAM = human M4 muscarinic receptor positive allosteric modulators, primary screen, CHO-K1 cells, Fluo-8 calcium fluorescence; Muscarinic acetylcholine receptor M4 (Homo sapiens), P08173; activation, % at 3 µM; actives 0.4% (n = 360,000); CHO-K1 hM4/Gqi5, ACh EC20; 0% = ACh EC20, 100% = maximal ACh;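 active = activation above its plate's cutoff, the mean activation of sample wells plus 3 SD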; note: some results filed as inactive read as strong as hits
M5 antag = human M5 muscarinic receptor antagonists, primary screen, CHO cells, Fluo-8 calcium fluorescence | actives 0.59% (n = 360,000) | inhibition, % at 3 µM | Muscarinic acetylcholine receptor M5 (Homo sapiens), P08912 | CHO-hM5 cells, ACh EC80 | AID 624040, 2012;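 active = inhibition above a per-plate cutoff, the mean of that plate's test compounds plus 3 SD, cut at about 27% in these data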;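 note: 0% = acetylcholine EC80 with DMSO and 100% = DMSO without agonist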
Target sequence (P08912 whole entry, looked up): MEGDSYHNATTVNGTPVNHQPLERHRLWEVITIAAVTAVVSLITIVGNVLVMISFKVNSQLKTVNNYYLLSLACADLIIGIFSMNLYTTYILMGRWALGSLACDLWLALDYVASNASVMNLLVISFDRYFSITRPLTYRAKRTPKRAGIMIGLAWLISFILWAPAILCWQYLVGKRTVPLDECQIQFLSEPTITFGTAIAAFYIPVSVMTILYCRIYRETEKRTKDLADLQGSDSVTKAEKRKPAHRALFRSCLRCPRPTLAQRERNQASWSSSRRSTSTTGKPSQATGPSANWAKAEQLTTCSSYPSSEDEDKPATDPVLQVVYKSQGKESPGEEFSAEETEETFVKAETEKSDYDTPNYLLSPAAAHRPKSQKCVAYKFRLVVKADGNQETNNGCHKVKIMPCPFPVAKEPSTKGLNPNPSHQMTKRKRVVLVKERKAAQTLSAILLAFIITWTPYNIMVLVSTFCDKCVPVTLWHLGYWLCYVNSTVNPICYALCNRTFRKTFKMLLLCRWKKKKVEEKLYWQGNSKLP
CHRM5 agonist = human M5 muscarinic receptor agonists, primary screen, CHO-K1 cells, Fluo-8 calcium fluorescence; Muscarinic acetylcholine receptor M5 (Homo sapiens), P08912; CHO-K1 hM5 cells; 0% DMSO wells, 100% maximal acetylcholine response; activation, % at 3 µM; actives 0.19% (n = 360,000);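 active = activation above the run's mean over test compounds plus 3 SD, cut at about 23% in these data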;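 note: signal is peak over basal fluorescence ratio across the kinetic read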
M5 PAM = human M5 muscarinic receptor positive allosteric modulators, primary screen, CHO-K1 cells, Fluo-8 calcium fluorescence. Muscarinic acetylcholine receptor M5 (Homo sapiens), P08912. CHO-K1 hM5, ACh EC20 PAM; 0% = ACh EC20, 100% = ACh EC100. activation, % at 3 µM. actives 0.3% (n = 360,000). AID 624038, 2012;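 active = activation above the run cutoff, the mean activation of all test compounds plus 3 SD, cut at about 18% in these data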
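Assay system: CHO-K1 hM5 cells / Incubation: Fluo-8 loading 80 min at 37 °C plus 30 min room temperature / Technique: Fluo-8 calcium dye fluorescence, kinetic read / Repeats: single replicate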
CHRM1 PAM = human M1 muscarinic receptor positive allosteric modulators, primary screen, CHO-K1 cells, Fluo-8 calcium fluorescence, 1536-well | CHO-K1 hM1, ACh EC20; 0% = ACh EC20, 100% = maximal ACh | activation, % at 3 µM | actives 0.088% (n = 360,000) | Muscarinic acetylcholine receptor M1 (Homo sapiens), P11229; in the data active = activation above about 19%, passing the limit was not always enough
CRFR2-BP ag = agonists of CRF-BP/CRF-R2 complex, primary screen, cell-based, HEK293, calcium dye fluorescence, uHTS; calcium dye fluorescence (FLIPR); percent of saturating CRF peptide response; CRF-binding protein / CRF receptor 2 complex (human); actives 0.46% (n = 350,000); activation, % at 13.2 µM;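 active = activation of at least 50%, plus an integration ratio under a set limit after plate pattern correction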;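 note: plate controls were neutral control wells without compound for no effect and CRF at EC100 for full effect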
M4 ag = human M4 muscarinic receptor agonists, primary screen, CHO-K1 cells, Fluo-8 calcium fluorescence; CHO-K1 hM4/Gqi5; vehicle 0%, full acetylcholine response 100%; activation, % at 3 µM; actives 0.14% (n = 360,000); AID 624127, 2012;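 active = activation above the run mean over all test wells plus 3 SD, cut at about 32% in these data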;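 note: peak over basal fluorescence ratio per well then scaled between controls; 0% = DMSO wells and 100% = acetylcholine at EC100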
M1 antag = human M1 muscarinic receptor antagonists, primary screen, CHO-K1 cells, Fluo-8 calcium fluorescence, 1536-well | Muscarinic acetylcholine receptor M1 (Homo sapiens), P11229 | CHO-K1 hM1, ACh EC80 antagonist | inhibition, % at 3 µM | actives 1.3% (n = 360,000) | AID 588852, 2011;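 active = percent inhibition above its own plate's cutoff, namely the mean of that plate's compound wells plus 3 SD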;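 note: peak over basal fluorescence ratio during 140 s after agonist addition; 0% = ACh EC80 plus DMSO and 100% = DMSO alone without agonist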
Numbers without * were called inactive; x = no result given.

Results follow in this order: CHRM4 antagonist	CHRM4 PAM	M5 antag	CHRM5 agonist	M5 PAM	CHRM1 PAM	CRFR2-BP ag	M4 ag	M1 antag
> Cc1ccc(C2=NNC(c3ccc(Cl)cc3)=Nc3ccccc32)o1
→ 9	25*	-6	-4	3	12	-5.6	0	-20
> CC(C)(C)NC(=O)CSc1nncn1-c1ccccc1
→ -3	8	6	2	-4	5	-0.7	1	-10
> CCc1cc(C(=O)N2CCN(S(=O)(=O)c3ccc(Cl)cc3)CC2)sc1C
→ 12	9	-3	3	10	7	0.3	1	-1
> CCOC(=O)C(=O)N(C)c1c(CC)nc2c(OCc3ccccc3OC)cccn12
→ -7	-4	0	-2	-2	-2	x	1	-5
> Cc1cc(C)nc(NC(=NCCc2c[nH]c3ccccc23)NC(=O)Nc2ccc(Cl)cc2)n1
→ 2	-6	0	-4	3	-1	-0.6	1	10
> CCOc1ccccc1N1CCN(C(=O)c2ccc(-c3ccc(OC(C)=O)cc3)cc2)CC1
→ -1	-5	1	0	-8	0	0.2	4	0
> O=C(COc1ccc2ccccc2c1)N1CCCC1
→ -2	11	-4	-4	5	14	0.4	1	-20
> CC(=O)Nc1ccc(S(=O)(=O)Nc2ccc3c(c2)OCO3)cc1
→ 6	-1	12	-3	-2	-1	1.1	3	-1
> Cc1cc(C)cc(NC(=O)CSc2nc(N)c(NC(=O)c3cccs3)c(=O)[nH]2)c1
→ -2	-2	2	2	-1	-7	-1.8	0	4
> O=C(N/N=C/c1ccc(OC(F)F)cc1)c1ccc(CSc2nc3ccccc3[nH]2)cc1
→ 15	-19	2	-3	-17	-13	-0.1	9	11
> COCC(C)NC(=O)c1oc2c(c1C)C1(CCC2)SCCS1 (centres undefined)
→ -6	-1	-7	-4	5	4	3.6	0	-9
> NS(=O)(=O)c1cccc(NC(=O)C2CC(=O)N(Cc3ccco3)C2)c1 (centres undefined)
→ -3	-1	8	-3	8	4	-2.5	1	-5
> C[C@H]1CCC/C=C/[C@@H]2C[C@H](O)C[C@H]2[C@H](O)[C@H](S(=O)c2ccc(O)cc2)CC(=O)O1 (some centres undefined)
→ 3	0	11	1	-17	2	-0.7	2	-9
> Fc1ccc(CNC(=S)Nc2ccccc2F)cc1
→ 6	-7	6	-2	0	15	-0.6	1	-11
> O=C(NCC1CCCO1)c1cnn2c(C(F)F)cc(C3CC3)nc12 (centres undefined)
→ -13	1	-9	-4	1	15	-1.7	2	-14

Brought forward from above: two entries; new compounds follow.
Results follow in this order: CHRM4 antagonist	CHRM4 PAM	M5 antag	CHRM5 agonist	M5 PAM	CHRM1 PAM	CRFR2-BP ag	M4 ag	M1 antag
> Fc1ccc(CNC(=S)Nc2ccccc2F)cc1
→ 6	-7	6	-2	0	15	-0.6	1	-11
> O=C(NCC1CCCO1)c1cnn2c(C(F)F)cc(C3CC3)nc12 (centres undefined)
→ -13	1	-9	-4	1	15	-1.7	2	-14
> O=c1[nH]c2ccc(NC(=S)Nc3ccc(Cl)cc3)cc2[nH]1
→ -9	4	10	0	0	0	6.9	5	1
> COc1cc2c(cc1OC)CN(Cc1ccc(F)cc1)CC2
→ 1	-21	13	-2	2	6	0.5	0	-17
> COc1cc(C(=O)N2CCN(c3cccc(C(F)(F)F)c3)CC2)ccc1OCC(=O)N1CCOCC1
→ 16	-4	14	0	-14	-7	0.0	3	12
> O=C(/C=C/c1cccs1)Nc1ccncc1
→ 16	-3	9	-3	-3	5	-2.3	0	-9
> COc1ccc(NC(=O)N(C)C[C@H]2Oc3ncc(Br)cc3C(=O)N([C@H](C)CO)C[C@@H]2C)cc1
→ -6	3	-6	1	5	5	-1.1	1	-15
> O=C1N=C(N2CCOCC2)S/C1=C/c1ccc(-c2ccc(F)cc2)o1
→ 0	-1	5	-1	-7	8	-0.3	2	-1
> CCOC(=O)c1c(CSc2ccccc2)n(C)c2cc(Br)c(OCC(O)CNC(CO)(CO)CO)cc12 (centres undefined)
→ 9	-6	-2	-5	-3	1	0.1	2	0
> C[C@H](CO)N1C[C@H](C)[C@@H](CN(C)C(=O)Nc2ccc3c(c2)OCO3)Oc2ccc(NC(=O)Nc3ccc(C(F)(F)F)cc3)cc2C1=O
→ -1	21	-2	7	5	4	-0.7	0	-2
> Cc1ccc(N=C2NC(=O)C(CC(=O)O)S2)cc1 (centres undefined)
→ 5	26	-7	4	1	18	3.9	2	-21
> O=C1CCCN2N=C(SCC(=O)Nc3ccccc3C(F)(F)F)SC2=N1
→ 13	-4	11	0	-3	0	0.5	1	5
> CCc1ccc(-c2nn(-c3ccccc3)cc2C2SCC(=O)N2Cc2ccco2)cc1 (centres undefined)
→ 2	-1	4	0	0	7	-0.9	1	-8
> Cc1ccc(CNC(=O)CCS(=O)(=O)c2ccc(Cl)cc2)cc1
→ -13	2	-3	-3	-3	4	-3.9	1	-7
> Cc1ccc(S(=O)(=O)N2CCOCC2)cc1NC(=O)COC(=O)CCc1c[nH]c2ccccc12
→ -3	-4	1	5	-7	4	-2.6	12	-14
> O=C(CCNS(=O)(=O)c1ccccc1)N1CCCCCCC1
→ -14	5	3	0	-1	9	-1.0	1	-25
> CC(=O)C(C)Oc1ncn(-c2ccccc2)n1 (centres undefined)
→ -2	0	2	1	2	8	-1.6	1	-10
> O=C(CSc1nnc(Cc2ccccc2)o1)Nc1ccc2c(c1)OCO2
→ 1	-4	-5	3	6	6	-1.2	1	-2
> CC(C)C(C(=O)OCC(=O)c1ccccc1)N1C(=O)C2C3C=CC(C3)C2C1=O (centres undefined)
→ -8	-5	1	-3	-5	11	-2.4	2	-14
> CC(=O)N1C(=O)/C(=C2\SC(=S)N(c3c(C)n(C)n(-c4ccccc4)c3=O)C2=O)c2ccccc21
→ 10	1	0	0	0	8	-0.6	1	-17
> CCCN(C(=O)c1cc2c(s1)CCC2)c1c(N)n(Cc2ccccc2)c(=O)[nH]c1=O
→ -8	10	6	0	1	2	1.1	0	3
> O=C(COC(=O)c1cccs1)NC1CCCC1
→ -3	1	5	-1	0	9	2.5	1	6
> O=C(NCc1cccnc1)c1ccc(-c2cc(Cl)ccc2Cl)o1
→ 7	7	-4	6	1	9	-5.5	4	-10
> O=C1OCC2=C1C(c1ccc(Cl)cc1)c1cc3c(cc1O2)OCO3 (centres undefined)
→ -11	3	-5	3	8	-1	-2.3	1	-4
> CCN(CC)S(=O)(=O)c1ccc2oc(Nc3ccc(OC)cc3)nc2c1
→ -6	1	11	-1	-3	6	-0.7	4	-4
> O=C(CCS(=O)(=O)c1ccc(Br)cc1)Nc1cc(F)ccc1F
→ 17	0	0	-4	-4	8	-2.4	1	-3
> Cc1cc2c(c(SCC(=O)N(C)c3ccccc3)n1)C(=O)OC2
→ 6	4	9	-7	6	3	-3.7	1	-6
> COc1ccc(CCn2c(C)cc(C(=O)COC(=O)c3cnccn3)c2C)cc1
→ -6	0	-11	0	5	6	-1.6	8	-3
> Cc1onc(-c2ccccc2)c1C(=O)N1CC(C)OC(C)C1 (centres undefined)
→ 10	6	1	0	4	6	1.2	0	-9
> Cc1ccc(S(=O)(=O)NCc2ccccc2)s1
→ -14	0	0	0	-1	16	-2.8	0	-22
> COc1ccc2[nH]c3c(c2c1)CCN1C(=O)C(CC(=O)NCc2ccc(OC)c(OC)c2)C[C@H](C(=O)N2CCCCC2)[C@@]31CCc1ccccc1 (some centres undefined)
→ 0	-4	-2	1	2	1	1.3	0	-20
> CC(C)(C)c1ccc(-c2cc(C(=O)NNC(=O)Nc3ccccc3)c3ccccc3n2)cc1
→ 1	5	11	2	-8	12	3.0	2	-27
> Cc1ccc(Cn2cc(CCC(=O)O)c3ccccc32)cc1
→ 9	-3	9	-1	-3	4	-3.7	1	-2
> CCC(C(=O)NCc1ccccc1)n1c(CSCCOc2ccccc2)nc2ccccc21 (centres undefined)
→ 7	-9	13	-3	-12	x	x	9	x
> CC1CC(C)CN(C(=O)c2cccc3c2-c2ccccc2C3=O)C1 (centres undefined)
→ 3	7	8	-4	2	7	-7.7	-1	-9
> O=C(CS(=O)(=O)Cc1ccccc1)NCCc1ccc(F)cc1
→ -3	9	6	-2	2	15	-0.4	1	-2
> O=C(CCc1nc2ccccc2c(=O)[nH]1)OCC(=O)c1ccc(C2CCCCC2)cc1
→ -16	3	7	-1	-2	5	0.9	1	-7
> Cn1c(CNC(=O)C(C)(C)C)nc2ccccc21
→ 2	-8	2	-1	-3	8	-2.1	0	-12
> COc1ccc(CC(=O)Oc2ccccc2C)cc1
→ -7	5	3	-3	-5	4	0.6	0	0
> Cn1nnnc1SCc1cccc2ccccc12
→ 0	-2	6	-7	4	4	-5.7	-1	-1
> c1ccc(N2CCN(c3ncnc4scc(-c5cccs5)c34)CC2)cc1
→ 2	1	3	2	2	12	-0.5	2	11
> Cc1ccc(-n2cccc2/C=C2/C(=N)N3C(=NC2=O)SN=C3S(C)(=O)=O)cc1Cl
→ 31*	16	28*	2	19*	-6	0.9	2	12
> COc1ccc(N2CCN(c3cc(C)nc4ccc(OC)cc34)CC2)cc1
→ 2	-7	9	-4	1	-12	-0.9	3	6
> COc1cc(C(=O)N2CCN(c3ccc([N+](=O)[O-])cc3)CC2)ccc1OCc1c(C)noc1C
→ 14	4	-1	-1	3	2	0.6	1	1
> N#C/C(=C/c1ccccc1)C(=O)OCC(=O)Nc1ccccc1[N+](=O)[O-]
→ 3	-5	8	0	5	-8	0.7	1	26
> C/C(CC(C)C)=N\Oc1nc(C)cc(C)n1
→ 8	2	4	0	0	9	0.5	1	-13
> O=C(CSc1nc2ncccc2[nH]1)Nc1ccc2c(c1)OCO2
→ 11	-1	-4	-2	4	3	-0.1	1	-5
> Cc1sc2ncnc(N3CCC(C(=O)NNC(=O)COc4ccc(Br)cc4)CC3)c2c1C
→ 5	-9	18	4	-32	-11	-0.6	15	17
> CCOC(=O)c1oc2ccccc2c1COC(=O)CNC(=O)c1ccccc1F
→ -11	-2	3	0	-4	-2	-0.5	6	-6
> CN(C(=O)c1cccc(NC(=O)Cc2ccc(NC(=O)C3CCCN(C(=O)C4CCCCC4)C3)cc2)c1)C1CCCCC1 (centres undefined)
→ 4	-4	3	0	-5	2	0.3	2	-3
> CSc1ncnc2c1ncn2CCCNCCCN1CCCC1=O
→ -19	13	-15	0	4	0	-0.2	0	-8
> COC(=O)CSc1nc(N2CCOCC2)c2c(c1C#N)CCCC2
→ -13	-6	4	1	-2	12	-2.0	4	-14
> Cc1noc(C)c1CSCc1ccc(Cl)cc1
→ 11	1	5	-6	-2	-9	-3.2	0	15
> COC(=O)n1c(=O)oc2ccc(S(=O)(=O)N3CCCCC3)cc21
→ 0	-8	1	6	4	5	0.4	1	-9
> CCNC(=O)NC(=O)CSc1ccc(S(=O)(=O)N(C)C2CCCCC2)cn1
→ -8	-1	10	2	-16	-4	-3.1	18	10
> Cc1cccc2c(=O)c(C(=O)NCCc3ccccc3)c[nH]c12
→ 17	-4	6	1	-7	-13	3.0	3	30*
